# ARFGAP1 inh = rat ARFGAP1 inhibition. 360,000 compounds, 0.26% hits. inhibition, % at 16.5 µM. Arfgap1-stimulated ARF1 GTP hydrolysis, GDP FP detection. Q62848. AID 651572;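 active means inhibition above a per-plate limit, mean inhibition of low control wells plus 3 SD, cut at about 25% in these data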;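 further: 0% = DMSO wells with enzyme and 100% = wells lacking Arfgap1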
# Target sequence (Q62848 1-136 limits assumed): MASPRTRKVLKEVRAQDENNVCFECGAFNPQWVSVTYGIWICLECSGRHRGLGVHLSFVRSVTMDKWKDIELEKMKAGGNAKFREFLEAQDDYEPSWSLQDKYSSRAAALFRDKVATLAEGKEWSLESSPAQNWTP
#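 Repeats: one replicate per compound; assay system: rat Arfgap1 catalytic domain, aa 1-136; times: enzyme reaction 120 min at 25 °C after 20 min preincubation; detection: FP of antibody-bound GDP Alexa 633 tracer, ex 620/em 688 nm; benchmarks: high control wells lacking Arfgap1, low control full reaction with DMSO; reagent: human ARF1(Δ1-17)-GTP substrate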
# PG9 Ab binder = binds the HIV-1 gp120 antibody PG9; TR-FRET gp120-PG9 antibody binding; inhibition, % at 6.7 µM; 360,000 compounds, 0.43% hits; AID 624416; in the data active means inhibition above about 8.5%
# ASAP1 GAP inh = ASAP1 ArfGAP inhibition; ASAP1-stimulated ARF1 GTP hydrolysis, GDP FP detection; inhibition, % at 16.5 µM; 360,000 compounds, 0.19% hits; AID 624377; in the data active means inhibition above about 25%;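 further: 0% = vehicle with enzyme and substrate and 100% = no enzyme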
# HTRA1 inhibitor = blocks human HTRA1 serine peptidase; Q92743; recombinant HTRA1, FP-rhodamine activity-based probe, fluorescence polarization; inhibition, % at 5.96 µM; 340,000 compounds, 0.5% hits; AID 504803; in the data active means inhibition above about 36%;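 further: 0% = enzyme with DMSO and 100% = wells lacking enzyme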
# Target sequence (Q92743 whole entry, looked up): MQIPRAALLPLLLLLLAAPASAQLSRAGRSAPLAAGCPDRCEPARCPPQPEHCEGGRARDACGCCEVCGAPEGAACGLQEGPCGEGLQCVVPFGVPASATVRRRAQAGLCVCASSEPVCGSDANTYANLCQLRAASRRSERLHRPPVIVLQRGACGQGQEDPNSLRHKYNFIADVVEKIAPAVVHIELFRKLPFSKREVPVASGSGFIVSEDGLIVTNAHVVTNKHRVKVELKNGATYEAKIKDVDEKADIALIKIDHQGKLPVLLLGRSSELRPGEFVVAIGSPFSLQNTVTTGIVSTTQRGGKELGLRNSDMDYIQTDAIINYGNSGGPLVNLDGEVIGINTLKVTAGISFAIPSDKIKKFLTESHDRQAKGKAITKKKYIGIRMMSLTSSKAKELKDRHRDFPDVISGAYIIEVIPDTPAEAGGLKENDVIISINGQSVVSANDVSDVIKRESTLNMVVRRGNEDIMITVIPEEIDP
# NPR1 activator = GC-A (human) enzyme activation; activation, % at 10 µM; 370,000 compounds, 0.14% hits; P16066; HEK293 GC-A cells, cGMP TR-FRET, EC30 ANP; 0% at EC30 ANP, 100% saturating ANP; in the data active means activation above about 40%
# SMARCA2 act = activators of SMARCA2 function; MG213 cells, MMTV-luciferase reporter, dexamethasone, overnight; activation, % at 9.1 µM; 370,000 compounds, 1% hits; AID 652017; in the data active means activation above about 7.8%;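 further: 0% = vehicle wells and 100% = reference activator wells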
# NR1D1 modulator = modulators of human Rev-erb alpha DNA binding; P20393; Rev-erbα–FITC-DNA binding, fluorescence polarization, 90 min; activity, % at 10 µM; 370,000 compounds, 0.79% hits; AID 1259318;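 active means activity above about 14%, limit read from the data; passing the limit was not always enough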;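 further: 0% = DMSO wells with 35 nM protein and 100% = DMSO wells with 750 nM protein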
# GC-B act = GC-B (human) receptor activation | P20594 | HEK293-GC-B cells, CNP EC30, cGMP TR-FRET; 0% at EC30 CNP, 100% saturating CNP | activation, % at 10 µM | 370,000 compounds, 0.11% hits;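 active means activation at 10 µM reaching about 35% in either raw or pattern-adjusted values, limit read from the data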
# rCAG RNA binder = binds r(CAG) RNA repeats. r(CAG) RNA repeat, TO-PRO-1 dye displacement fluorescence. AID 651821. 370,000 compounds, 1.3% hits. inhibition, % at 3 µM;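 active means inhibition above the plate cutoff, the mean of all test compounds on that plate plus 3 SD, cut at about 35% in these data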;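 further: 0% = DMSO alone and 100% = 100 µM mitoxantrone as full dye displacement; higher means more dye released from RNA so lower well fluorescence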
# ABHD4 inh = inhibitors of mouse ABHD4. Q8VD66. purified mABHD4, FP-Rh probe fluorescence polarization. inhibition, % at 8.92 µM. 370,000 compounds, 0.54% hits. AID 720543;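 active means inhibition exceeding the mean over every tested compound plus 3 SD, cut at about 30% in these data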;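 further: 0% = plate median of compound wells and 100% = S159A mutant with DMSO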
# Target sequence (Q8VD66 whole entry, looked up): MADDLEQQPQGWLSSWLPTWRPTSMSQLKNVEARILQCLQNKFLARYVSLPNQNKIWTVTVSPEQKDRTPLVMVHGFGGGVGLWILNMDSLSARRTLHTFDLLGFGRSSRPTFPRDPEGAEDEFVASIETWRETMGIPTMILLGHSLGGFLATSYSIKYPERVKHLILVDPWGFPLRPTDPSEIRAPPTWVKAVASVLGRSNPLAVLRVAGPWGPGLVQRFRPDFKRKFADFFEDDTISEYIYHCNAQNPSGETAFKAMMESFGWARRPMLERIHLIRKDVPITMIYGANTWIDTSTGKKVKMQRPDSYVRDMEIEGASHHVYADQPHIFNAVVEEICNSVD
#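 assay system = mABHD4 protein | compound dosing = single nominal dose of 8.92 µM, 0.89% DMSO final | read-out basis = percent inhibition of probe binding, normalized to plate controls | schedule = Enzyme–compound pre-incubation 45 min, then probe 60 min, both 25 °C | detection = fluorescence polarization, excitation 525 nm, emission 598 nm, BODIPY TMR filters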
# * hit, by the source's call; / = no result given.
canonical_smiles,ARFGAP1 inh,NPR1 activator,rCAG RNA binder,ASAP1 GAP inh,SMARCA2 act,HTRA1 inhibitor,NR1D1 modulator,PG9 Ab binder,GC-B act,ABHD4 inh
CC(C)OCCCNC(=O)CN1C(=O)CC(C)(C)S(=O)(=O)c2ccccc21,-4,2,-3,-1,-1,11,-4,-1.2,8,0
COc1ccc(CC(NC(C)=O)C(=O)N2CCN(C(=O)N(C(C)C)C(C)C)CC2)cc1 (stereo unspecified),6,1,-7,0,-1,6,-2,0.2,8,-10
Cc1ccc(C)c(NC(=O)CCC(=O)N/N=C/c2cccnc2)c1,7,1,0,4,-3,-5,1,-2.8,-1,-3
Cc1ccc(S(=O)(=O)N2C[C@H]3C(=O)C[C@@H](c4ccccc4C)N(S(=O)(=O)c4ccc(C)cc4)[C@H]3C[C@H]2c2ccccc2)cc1,-2,-1,9,-6,-4,/,0,-0.1,5,0
CC(C)COc1cccc(C(=O)NC(=S)NCc2cccnc2)c1,2,-3,-2,-3,-4,-16,3,-1.0,1,-1
COc1ccc2c(CC#N)c[nH]c2c1,-3,0,3,4,-2,8,1,0.4,0,-8
S=C(NCC1CCCO1)Nc1cccc2ccccc12 (stereo unspecified),-3,-1,-3,-16,6,1,3,-1.5,7,0
C[C@@H]1COc2cc(N3CCSCC3)ccc2S(=O)(=O)N1,-10,-2,1,10,-2,/,3,-0.9,3,5
O=S(=O)(c1cccs1)N1CCC(CO)(Cc2ccc(Cl)cc2)CC1,3,-2,-1,-6,-6,-16,2,-0.5,8,-18
C=CCNc1nc(Nc2ccccc2F)nc(OCC)n1,-3,-1,-4,3,4,-5,1,-0.8,3,-1
Nn1c(SCC(=O)NC2CCCCC2)nnc1C1CC1,8,4,-2,0,-1,5,3,1.9,7,2
COc1cccc(C2=CC(c3cccc(OC)c3OC(F)F)n3nnnc3N2)c1 (stereo unspecified),-4,9,4,1,0,-7,1,-1.4,5,-1
CC(=O)Oc1c(Cl)cc(N(C(C)=O)S(=O)(=O)c2ccccc2)c2ccccc12,12,5,-2,4,-11,/,5,2.0,5,-3
COc1cc2c(cc1OC)CN(c1ccc([N+](=O)[O-])cc1C#N)CC2,7,1,6,2,-2,0,0,-0.2,-5,6
CC(=O)Nc1ccc(NC(=O)C2CCN(S(=O)(=O)c3ccc4c(c3)OCCO4)CC2)cc1,-1,-1,0,-9,0,0,4,-2.7,5,1
N/C(=N\OC(=O)c1ccc(Br)cc1)c1cccc([N+](=O)[O-])c1,-16,6,-3,2,1,5,2,0.2,-10,-1
Cc1ccc(-c2nc(Nc3ccccc3)n[nH]2)cc1,0,4,4,1,5,4,-11,2.2,-9,3
NC(=O)c1ccsc1NC(=O)CN1C(=O)NC2(CCCCC2)C1=O,3,2,11,5,-4,-3,-1,-0.9,4,-7
CCOC(=O)c1sc(NC(=O)CSc2nnnn2-c2ccc(C)cc2)c(C(=O)OCC)c1C,-2,-1,1,-4,-2,1,-4,0.3,1,3
NC(=O)c1ccsc1NC(=O)CN1CCN(S(=O)(=O)c2ccccc2C(F)(F)F)CC1,3,-4,2,11,-2,-13,-2,-0.8,-3,-9
CCOC(=O)N1CCN(C(=S)Nc2ccccc2C)CC1,-5,-1,-2,-6,0,1,-2,-1.5,0,1
Cn1c(N)c(C(=O)COC(=O)c2ccccc2C(=O)c2ccc(Cl)cc2)c(=O)n(C)c1=O,8,-1,5,-13,-1,-13,13,3.1,3,-6
CC(C)Nc1ncnc2c1cnn2Cc1ccc(Cl)cc1,-8,4,-1,3,-3,1,4,0.0,3,-12
CCCCN(C(=O)c1cc(Cl)nc2ccccc12)c1c(N)n(CCC)c(=O)[nH]c1=O,7,0,2,-9,-3,0,2,-1.3,5,-2
COc1cccc(CNS(=O)(=O)c2c(C(=O)N3CCCCCC3)c(C)n(C)c2C)c1,13,1,-5,8,9.8*,-9,2,-1.4,-1,-5
N#C/C(=C\c1ccc(N2CCCCC2)o1)C(=O)Nc1cccc(Br)c1,-1,5,-18,-8,0,-4,8,-2.2,5,11
CC(C)OC(=O)Nc1ccc(-c2ccc(NC(=O)OC(C)C)cc2Cl)c(Cl)c1,4,0,1,-3,-1,4,-1,-0.8,-1,2
COC(=O)CC#N,0,0,1,-2,-3,5,-2,-0.5,-1,6
O=C(NCc1ccc(F)cc1)c1cc(-c2ccncc2)nc2ccccc12,-6,-9,-4,5,-4,-8,2,-0.2,-8,1
O=C(O)c1ccc2c(c1)N(Cc1ccccc1)C(=O)c1ccccc1S2=O (stereo unspecified),13,-2,3,20,-1,-6,4,0.4,0,-4
COCCNC(=O)C1CC(=O)N(C2CCCC2)C1 (stereo unspecified),-2,-1,0,8,1,6,3,-0.5,-1,5
Nc1ccc(-c2cnc3ccccc3n2)cc1,5,6,-4,0,5,/,3,0.3,-6,3
O=C(N/N=C/c1cccc([N+](=O)[O-])c1)c1ccc(CN2CCOCC2)cc1,6,7,0,6,0,6,-3,0.3,10,-8
O=C(N/C(=C\c1ccccc1)C(=O)N1CCCCC1)c1ccco1,6,-4,-3,-3,0,-2,7,-1.2,4,3
CCOc1cc(/C=C2\SC(=Nc3ccc(CC)cc3)NC2=O)ccc1OCC(=O)O,-4,-2,71*,5,3,-23,-7,-3.1,-3,-25
COCCNc1nc(CSc2ccccc2)nc2sc(C)c(C)c12,11,12,0,10,-3,-20,-3,-1.5,16,-5
Cc1cccc(C(=O)NCCCNC(=O)c2cccnc2)c1,2,0,3,1,1,0,2,-0.2,0,4
CCCn1c(SCc2nc(N)nc(N3CCCCC3)n2)nc2c1c(=O)n(C)c(=O)n2C,4,-3,-7,-13,-2,-4,-7,1.5,-5,3
CCCCc1ccc(NC(=O)CSc2nnc(CNC(=O)c3ccco3)o2)cc1,-11,3,-2,13,-5,-7,14,0.5,-1,-6
C=CCn1cc(C(=O)NCc2ccc3c(c2)OCO3)c(=O)c2cc(S(=O)(=O)N(CC)CC)ccc21,-2,10,10,3,-3,-53,1,0.1,14,13
Cc1ccc(NC(=O)CSC2=C(C#N)C(c3ccco3)C3=C(CC(C)(C)CC3=O)N2)cc1 (stereo unspecified),11,-4,2,-1,0,-19,2,-0.4,1,-8
CCOC(=O)C1CCCN(c2nc3ccccc3nc2C(C#N)C(=O)OCCOC)C1 (stereo unspecified),8,1,-7,3,0,-9,2,-0.8,1,3
CCCn1c(/N=C/c2c[nH]c3ccccc23)nc2ccccc21,-5,-3,4,7,2,-3,0,-2.6,-4,-4
CCOc1ccc(N=NC2C(=O)N(C(N)=S)N=C2C)cc1 (stereo unspecified),11,2,2,-2,3,-1,13,-2.8,6,11
O=C(Nc1csc(Cc2c(Cl)cccc2Cl)n1)NN1CCOCC1,2,7,0,-1,-3,-3,4,-1.4,7,-17
COc1ccc(CN2CCN(Cc3cccn3-c3ncccn3)CC2CCO)c(C)c1C (stereo unspecified),-4,-7,-9,20,-1,-1,-1,0.1,-4,2
Nc1[nH]c(C(=O)c2ccccc2)c(-c2cccnc2)c1C(=O)NCCc1c[nH]c2ccccc12,/,-5,/,/,/,/,1,/,-1,5
N#Cc1cnn2c(-c3ccccc3)ccnc12,-1,-2,0,-3,-1,0,-4,1.4,3,3
O=C(Oc1c(Cl)cc(Cl)c2cccnc12)c1cccs1,9,3,-2,12,-4,45*,-4,-2.1,-4,15
Cc1cc(NC(=O)C2CCCN(S(=O)(=O)c3c(C)noc3C)C2)no1 (stereo unspecified),6,-3,1,12,-2,-1,-5,2.0,4,-2
O=C(CSc1nc2ccccc2c(=O)n1-c1ccc(OC(F)F)cc1)NCc1cccs1,10,3,-5,3,0,5,-2,0.3,2,-6
CCCCC(NS(=O)(=O)c1ccc(OC)cc1)C(=O)O (stereo unspecified),9,-1,1,3,-1,3,2,1.4,2,7
Cc1cc(C)cc(NC(=O)CCc2nc3ccccc3[nH]2)c1,2,-5,1,6,0,8,-5,-0.8,-2,5
COc1c(Cl)c(=O)oc2ccc(Cl)cc12,5,6,2,-5,-2,3,1,-1.6,-2,3
COc1ccc(NC(=O)C2=Cc3ccccc3OC2)cc1,9,2,-2,3,1,-6,3,-1.1,-3,4
CCOC(=O)CN(C)C(=O)CCc1nnc(-c2ccc(-c3ccccc3)cc2)o1,-11,6,-8,-3,-5,3,1,-3.5,-5,-2
COc1ccccc1OCCCCOc1ccccc1F,-6,3,-8,-1,1,-11,-1,-2.6,0,-11
O=C(NCC1OCCc2ccccc21)c1ccc(NC(=O)c2ccc(Cl)cc2)cc1 (stereo unspecified),11,3,-1,-3,-5,-14,0,1.6,4,-8
CC(C)Cc1cc(C(=O)N2CCCC(CCC(=O)N(C)CCc3ccccn3)C2)no1 (stereo unspecified),2,-2,-12,-4,-2,1,-1,-4.7,0,-1
O=C(c1cc(-c2ccc(Br)cc2)on1)N1CCCC1,3,4,-1,0,5,-1,-9,-1.8,-2,5

# Following part:
canonical_smiles,ARFGAP1 inh,NPR1 activator,rCAG RNA binder,ASAP1 GAP inh,SMARCA2 act,HTRA1 inhibitor,NR1D1 modulator,PG9 Ab binder,GC-B act,ABHD4 inh
C=CCn1c(SCC(=O)NC2(C#N)CCCCC2)nnc1-c1ccncc1,-2,0,-2,1,-1,13,1,3.5,1,-8
CCOc1ccc(S(=O)(=O)N(C)c2ccc(OCC(=O)NCCc3ccc(OC)cc3)cc2)cc1,9,-9,1,6,-2,3,-2,-2.9,-12,-2
CC(C)=CCN1CCN(Cc2cnc(C)s2)CC1CCO (stereo unspecified),10,-2,-3,-10,-2,0,-4,-0.4,5,-1
Cc1c(C2Nc3ccccc3NC3=C2C(=O)CC(C)(C)C3)cnn1C (stereo unspecified),-2,1,-33,5,0,6,7,-1.1,0,10
COc1ccccc1NC(=O)NNC(=O)c1ccc2ccccc2c1O,20,3,19,8,1,12,-6,-4.1,7,11
Cc1ccc(OCC(=O)c2cc(C)n(C)c2C)c([N+](=O)[O-])n1,-10,2,3,-8,-2,2,-11,-1.8,7,-6
Cc1ccccc1C(=O)N1N=C(c2cccc(NS(C)(=O)=O)c2)CC1c1cccs1 (stereo unspecified),7,-13,-1,-4,-2,-1,-1,-3.2,-1,-17

# 3 of these compounds, set out differently:
# The line under a structure holds: ARFGAP1 inh	NPR1 activator	rCAG RNA binder	ASAP1 GAP inh	SMARCA2 act	HTRA1 inhibitor	NR1D1 modulator	PG9 Ab binder	GC-B act	ABHD4 inh
CCCCc1ccc(NC(=O)CSc2nnc(CNC(=O)c3ccco3)o2)cc1
  -11	3	-2	13	-5	-7	14	0.5	-1	-6
C=CCn1cc(C(=O)NCc2ccc3c(c2)OCO3)c(=O)c2cc(S(=O)(=O)N(CC)CC)ccc21
  -2	10	10	3	-3	-53	1	0.1	14	13
Cc1ccc(NC(=O)CSC2=C(C#N)C(c3ccco3)C3=C(CC(C)(C)CC3=O)N2)cc1 (stereo unspecified)
  11	-4	2	-1	0	-19	2	-0.4	1	-8
